Screens from PubChem.
COUP-TFII inh – inhibitors of human COUP-TFII (NR2F2); P24468; HEK293T NGFI-A luciferase reporter, luminescence; inhibition, % at 8.6 µM; 370,000 tested, 0.7% active;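 active = inhibition above a per-plate cutoff, mean inhibition of test wells between control levels plus 3 SD, cut at about 38% in these data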;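 note: cells cotransfected with COUP-TFII expression vector driving the NGFI-A reporter; 0% = median of COUP-TF2 test wells and 100% = reporter-only cells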
CF NFkB block – blocks PAF-induced NF-kB reporter in cystic fibrosis cells | KKLEB NF-kB-GFP reporter, GFP fluorescence overnight | inhibition, % at 5 µM | AID 588850 | 360,000 tested, 0.86% active;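 active = at least 50% inhibition at 5 µM, scaled per plate between neutral and stimulator controls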;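 note: PAF is a Pseudomonas aeruginosa culture filtrate used as stimulus; plate controls were PAF-stimulated DMSO wells for no effect and unstimulated DMSO wells for full effect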
TWEAK Fn14 block – inhibitors of TWEAK-Fn14 interaction signaling. AID 1159606. 360,000 tested, 2% active. TWEAK-stimulated Fn14 reporter cells, luciferase luminescence, 8 h. inhibition, % at 10 µM; in the data active = inhibition above about 50%
TROY signal inh – TROY signaling inhibition; Q293 LMP1-TROYcd NF-kB luciferase reporter, 4 h; inhibition, % at 10 µM; 360,000 tested, 0.98% active;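 active = compounds whose plate-normalised and pattern-corrected inhibition of the luciferase reporter signal at the single screening dose is 50% or more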
EBV LMP1 NFkB – Epstein-Barr LMP1 NF-kappaB reporter inhibition | inhibition, % at 12.5 µM | 350,000 tested, 0.69% active | LMP1-induced NF-kappaB luciferase reporter cells, luminescence; in the data active = inhibition above about 41%;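 note: 0% = neutral control wells and 100% = reference inhibitor control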
NCOA1 inh – human NCOA1 inhibition | Q15788 | HEK293 GAL4-SRC1 luciferase reporter, luminescence | inhibition, % at 3.6 µM | 360,000 tested, 0.12% active;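 active = inhibition above the campaign mean plus 3 SD, with each screening campaign given its own cutoff, cut at about 60% in these data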;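 note: 0% = DMSO treated cells and 100% = gossypol at 36 µM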
KKLEB tox – CF airway cell cytotoxicity counter-screen; KKLEB CF airway cells viability, ATPlite luminescence, overnight; hits give low values; cells stimulated with P. aeruginosa culture filtrate; 360,000 tested, 0.36% active; activity change (cytotoxicity), % at 5 µM; AID 602141;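 active = corrected activity change at or below -50% at 5 µM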
TRAIL sens C8 – caspase-8 TRAIL sensitization; 360,000 tested, 1% active; AID 624354; inhibition (viability loss, TRAIL sensitization), % at 10 µM; NB7+C8 cells + TRAIL, ATPlite viability luminescence;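 active = compounds causing at least 50% loss of cell viability in the single-dose screen, relative to plate controls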
NCOA3 inh – inhibitors of human steroid receptor coactivator 3 (SRC3); inhibition, % at 3.6 µM; 360,000 tested, 0.17% active; HEK293 GAL4-SRC3 luciferase reporter, luminescence; Q9Y6Q9; AID 588352;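 active = inhibition above a per-campaign cutoff, the mean of all compounds plus 3 SD, cut at about 60% in these data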;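 note: 0% = DMSO-treated cells and 100% = gossypol-treated cells at 36 µM; higher means less SRC3-driven luciferase light from the GAL4 reporter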
SRC2 inh – human SRC2 (NCOA2) inhibition; Q15596; HEK293 GAL4-SRC2 luciferase reporter, luminescence; inhibition, % at 9 µM; 370,000 tested, 0.17% active;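 active = inhibition above the mean inhibition of all tested compounds plus 3 SD, set per campaign, cut at about 52% in these data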;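 note: 0% = DMSO treated cells and 100% = cells given Gossypol at 36 µM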
Target sequence (Q15596 whole entry, looked up, the tested form may be a part): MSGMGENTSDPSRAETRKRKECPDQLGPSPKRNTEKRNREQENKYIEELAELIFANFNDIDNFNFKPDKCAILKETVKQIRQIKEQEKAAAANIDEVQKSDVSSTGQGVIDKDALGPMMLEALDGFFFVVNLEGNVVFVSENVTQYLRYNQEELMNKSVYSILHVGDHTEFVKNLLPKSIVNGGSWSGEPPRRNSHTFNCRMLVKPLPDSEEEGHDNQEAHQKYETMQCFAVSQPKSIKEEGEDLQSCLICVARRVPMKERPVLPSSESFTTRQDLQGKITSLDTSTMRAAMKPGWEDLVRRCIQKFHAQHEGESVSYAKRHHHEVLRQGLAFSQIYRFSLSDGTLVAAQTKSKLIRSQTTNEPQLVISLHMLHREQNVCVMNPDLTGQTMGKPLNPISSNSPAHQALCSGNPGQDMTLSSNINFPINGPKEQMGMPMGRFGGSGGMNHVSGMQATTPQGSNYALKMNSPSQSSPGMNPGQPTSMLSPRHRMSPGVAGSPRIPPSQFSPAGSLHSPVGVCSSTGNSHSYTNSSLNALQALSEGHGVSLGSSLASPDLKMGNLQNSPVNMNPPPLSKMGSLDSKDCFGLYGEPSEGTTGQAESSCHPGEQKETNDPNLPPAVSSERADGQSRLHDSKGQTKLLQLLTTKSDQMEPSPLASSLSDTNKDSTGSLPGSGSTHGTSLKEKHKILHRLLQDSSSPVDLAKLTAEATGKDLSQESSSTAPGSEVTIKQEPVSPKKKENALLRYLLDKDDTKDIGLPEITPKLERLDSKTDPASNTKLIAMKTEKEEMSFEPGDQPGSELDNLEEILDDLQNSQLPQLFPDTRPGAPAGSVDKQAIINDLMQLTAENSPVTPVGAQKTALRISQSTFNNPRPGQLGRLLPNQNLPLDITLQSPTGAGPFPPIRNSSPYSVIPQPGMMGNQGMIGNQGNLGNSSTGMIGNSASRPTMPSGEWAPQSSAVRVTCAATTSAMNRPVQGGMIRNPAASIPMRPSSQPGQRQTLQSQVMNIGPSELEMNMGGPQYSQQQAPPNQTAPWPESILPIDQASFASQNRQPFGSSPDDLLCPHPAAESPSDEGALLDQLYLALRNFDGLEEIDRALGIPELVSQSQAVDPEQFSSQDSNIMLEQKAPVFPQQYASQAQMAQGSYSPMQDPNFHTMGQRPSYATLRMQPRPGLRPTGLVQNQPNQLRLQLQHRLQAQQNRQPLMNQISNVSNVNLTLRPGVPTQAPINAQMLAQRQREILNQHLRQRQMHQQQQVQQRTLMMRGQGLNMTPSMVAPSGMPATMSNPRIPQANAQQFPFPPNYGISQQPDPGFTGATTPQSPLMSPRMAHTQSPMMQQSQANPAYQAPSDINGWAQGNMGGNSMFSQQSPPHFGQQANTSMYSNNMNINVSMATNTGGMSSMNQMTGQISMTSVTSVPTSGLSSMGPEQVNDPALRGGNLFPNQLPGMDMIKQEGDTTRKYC
LRH-1 inv ag – NR5A2 inverse agonism in reporter assay; 360,000 tested, 0.13% active; inhibition, % at 3.6 µM; AID 602396; HEK293T StAR-luciferase reporter, LRH-1 transfected, 24 h; O00482;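 active = inhibition above the mean inhibition of all tested compounds plus 3 SD, cut at about 73% in these data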;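 note: 0% = DMSO wells and 100% = reporter-only cells lacking LRH-1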
The depositor's hits bear a star; · = no result given.

SMILES	COUP-TFII inh	CF NFkB block	TWEAK Fn14 block	TROY signal inh	EBV LMP1 NFkB	NCOA1 inh	KKLEB tox	TRAIL sens C8	NCOA3 inh	SRC2 inh	LRH-1 inv ag
CN(c1ccc(C(=O)NCc2ccccn2)cc1)S(=O)(=O)c1ccc(Cl)cc1	-5	5	11	4	0	-30	11	-18	3	1	12
Cc1ccc(S(=O)(=O)N2CCC(C(=O)NNC(=O)c3ccccc3O)CC2)cc1C	5	-13	-2	0	4	8	6	7	-2	-10	1
Cc1[nH]n(C2=NCCS2)c(=O)c1N=Nc1ccccc1	7	-40	-18	5	11	-22	8	2	-2	-2	-32
Cc1ccc(S(=O)(=O)N2CCCN(S(=O)(=O)c3ccc(C)c(C)c3)CC2)cc1C	6	24	9	30	5	5	3	-7	-11	-12	23
NC(=O)c1c(NC(=O)c2c(F)cccc2F)sc2c1CCN(Cc1ccccc1)C2	-1	26	-22	-11	4	-6	-16	-9	-24	-13	8
COc1ccc(NC(=O)C2CCN(C(=O)c3ccc(OC)cc3)CC2)cc1	-41	-1	-2	-14	8	-1	7	-6	5	11	9
COc1ccc(N2C(=O)C(F)(F)C2c2ccc(C)cc2)cc1OC (centres undefined)	-6	2	7	-20	-1	15	-5	-3	8	-5	-1
CC1(C)CC2CC(C)(CN2C(=O)COC(=O)c2cc(Cl)cc(Cl)c2N)C1 (centres undefined)	6	-8	-24	3	3	0	4	17	17	12	16
CCc1nnc(NC(=O)CSc2nnc(-c3ccccc3O)n2-c2ccc(C)cc2C)s1	12	11	25	19	28	6	-1	22	-6	-2	24
COc1ccc(CNC(=O)COC(=O)CN2C(=O)COc3ccccc32)cc1	-2	-40	-3	-15	0	-25	22	1	-1	-23	6
O=C1CC(=O)C(n2cncn2)C(c2ccc(Cl)cc2Cl)C1 (centres undefined)	·	2	64*	-1	-1	-23	1	2	-5	·	-22
CC(Oc1cccc(Cl)c1)C(=O)NNC(=O)c1cccnc1 (centres undefined)	-1	7	11	-13	-1	-7	-5	5	2	-14	-13
CCCc1cc(=O)[nH]c(SCC(=O)c2cc(C)n(C(C)COC)c2C)n1 (centres undefined)	18	8	-7	5	12	0	-4	6	16	-23	9
Cc1ccc(NC(=O)c2sc3nc(C)nc(N4CCN(c5ccccn5)CC4)c3c2C)c(C)c1	14	28	15	14	4	16	-12	-5	8	-15	-18
COC(=O)c1c(C)[nH]c(C(=O)C(C)OC(=O)C2=NNC(=O)CC2)c1C (centres undefined)	2	9	7	12	3	-23	4	-5	5	16	16
CC1(c2nnc(-c3ccc(Cl)cc3)o2)CC(c2ccncc2)=NO1 (centres undefined)	9	9	-7	22	1	0	-15	3	6	-4	-8
COc1ccc(-n2nc(C(=O)NCC(=O)NC(C)C)c3ccccc3c2=O)cc1OC	6	-5	-25	-8	8	1	6	-3	-5	-25	6
CC#CC[N+](C)(C)CCCCCCCCCC	34	-9	15	7	2	20	-6	24	38	5	30
Cc1ccc(C)c(N2CCN(C(=O)CCc3nc(-c4ccc(F)cc4)no3)CC2)c1	-14	18	6	22	-6	-8	3	3	5	4	11
CC12CC3CC(C)(C1)CC(C(=O)N1CCN(C(=O)c4ccco4)CC1)(C3)C2	-2	2	1	9	-1	12	3	18	1	-10	-5
CCOc1ccccc1NC(=O)CSc1nnc(-c2ccccn2)n1Cc1ccco1	17	-12	-9	11	8	-23	4	5	-4	-4	-6
CC1=C(C(=O)OCc2ccccc2)C(c2ccc(-c3ccccc3)cc2)NC(=O)N1CCCCCC(=O)O (centres undefined)	14	-1	1	23	0	1	4	-25	4	-21	-3
COC(=O)c1ccccc1NC(=O)CSc1nnc(C(CO)NC(=O)c2ccccc2)n1C (centres undefined)	13	-4	7	-25	-4	2	-2	12	-2	5	24
N#C/C(=C\c1ccc(O)cc1)C(=O)N1CCCC1	-7	1	-24	-7	-8	2	-7	-32	8	11	10
CC(C)c1ccc(C(=O)NCCCN(C)C)cc1	8	-10	7	7	6	4	10	0	11	13	8
COCCn1c(SCCCc2ccccc2)nc2c1c(=O)[nH]c(=O)n2C	4	-28	31	-12	-6	-3	-5	-4	-8	-15	-9
S=C1Cc2ccccc2C(c2ccc(Cl)cc2)N1 (centres undefined)	3	2	-7	3	1	7	3	7	-9	-11	-1
COc1cc([N+](=O)[O-])ccc1NC(=O)CC(C)C	-5	-9	16	11	8	6	-3	-11	8	-1	8
CCN(CC(=O)Nc1ccc(NC(C)=O)cc1)C(=O)CSCc1c(C)noc1C	0	-14	-4	5	1	-3	4	-1	9	0	-18
O=C(Nc1cccc(C(=O)NC2CC2)c1)c1ccc(F)c(S(=O)(=O)N2CCOCC2)c1	7	-2	0	9	-5	-3	-2	10	28	-2	-10
COc1ccc(N=Cc2c(O)[nH]c3ccccc23)cc1OC	-24	38	24	-24	-29	-77	-14	15	-54	-2	-35
Cc1[nH]c2ccccc2c1/C=N/Nc1ccc([N+](=O)[O-])cc1S(=O)(=O)Nc1ccc(Cl)cc1	-3	-16	20	30	-71	-56	-17	17	8	-17	-5
CC1=C(C(=O)Nc2ccccc2C)C2(CCCCC2)C(C(N)=O)C(=S)N1 (centres undefined)	-7	3	-23	6	1	-1	-27	-2	9	-3	1
O=C(c1ccco1)n1nc(-c2ccco2)nc1SCc1ccccc1	-11	-9	-14	-21	5	-51	11	0	-28	-19	-59
COc1ccc(/C=C2\SC(=O)N(CC(=O)Nc3ccc(O)cc3)C2=O)cc1OC	-3	-1	-31	-12	2	-27	-6	0	-7	-10	-2
CCOC(=O)c1cccc(NC(=O)C2(S(=O)(=O)c3ccc(Cl)cc3)CC2)c1	17	7	14	1	12	9	0	3	25	-3	12

A few values from the list:
In COUP-TFII inh, COc1ccc(NC(=O)C2CCN(C(=O)c3ccc(OC)cc3)CC2)cc1 has the entry -41
In TRAIL sens C8, CC1(c2nnc(-c3ccc(Cl)cc3)o2)CC(c2ccncc2)=NO1 (centres undefined) has the entry 3
In TRAIL sens C8, Cc1[nH]c2ccccc2c1/C=N/Nc1ccc([N+](=O)[O-])cc1S(=O)(=O)Nc1ccc(Cl)cc1 has the entry 17
In EBV LMP1 NFkB, COc1ccc(N2C(=O)C(F)(F)C2c2ccc(C)cc2)cc1OC (centres undefined) has the entry -1
In CF NFkB block, Cc1ccc(NC(=O)c2sc3nc(C)nc(N4CCN(c5ccccn5)CC4)c3c2C)c(C)c1 has the entry 28

Following part:
SMILES	COUP-TFII inh	CF NFkB block	TWEAK Fn14 block	TROY signal inh	EBV LMP1 NFkB	NCOA1 inh	KKLEB tox	TRAIL sens C8	NCOA3 inh	SRC2 inh	LRH-1 inv ag
O=C1C=CN(C2OC(CO)C(O)C2O)C(=O)C1 (centres undefined)	-23	-32	-58	-6	4	-41	-5	-3	-63	-22	-29
CC1(C)CC(=O)C2=C(C1)N(c1ccc(Cl)cc1)C(=O)C2(O)C(F)(F)F (centres undefined)	20	10	5	5	2	1	-3	1	26	-8	5
CC(C)N1CCC(=NNC(=O)c2cccs2)CC1	-46	-19	-7	-39	2	-117	12	-1	-39	-79	-151
C(=C\c1cccc2ccccc12)/c1nnc(-c2cccs2)o1	-9	20	-5	-16	5	1	-7	-4	-38	8	0
Cc1cc(C)cc(C(=O)NCC(=O)OCC(=O)c2c(N)n(C)c(=O)n(C)c2=O)c1	14	2	-10	-13	0	-6	6	-17	-15	-6	-9
Cc1cc(C)n2ncc(C(=O)NCCc3ccccc3)c2n1	-27	-7	-18	-18	-5	-14	6	10	-11	-34	-13
COC(=O)c1ccc[n+](CC(=O)Nc2ccc(OC(F)F)cc2)c1	14	-7	7	2	-2	-5	-1	-2	10	22	-2
Cc1cnc(NC(=O)CSc2nnc(COc3ccccc3)o2)s1	-14	3	35	0	1	-21	-4	10	15	-11	7
O=C(O)c1cc(O)ccc1NC(=O)C1CCCO1 (centres undefined)	16	12	12	-3	7	-8	7	9	-5	-6	11
BrC(=C\c1ccccc1)/C=N/N1CCN(c2ccccc2)CC1	-4	-17	-16	-15	-7	-16	8	-3	-15	-31	7
O=[N+]([O-])c1ccc(C=NN2CCCCCC2)cc1	-41	-19	-11	-22	-11	-98	13	0	-111	-79	-77
Cc1c(-c2ccccc2)n[nH]c1C(=O)N=Nc1c(O)[nH]c2ccccc12	-2	-1	-69	-53	-1	-14	-1	47	-18	-8	-24

Two compounds drawn at random from the list so far, as already listed:
SMILES	COUP-TFII inh	CF NFkB block	TWEAK Fn14 block	TROY signal inh	EBV LMP1 NFkB	NCOA1 inh	KKLEB tox	TRAIL sens C8	NCOA3 inh	SRC2 inh	LRH-1 inv ag
Cc1cc(C)n2ncc(C(=O)NCCc3ccccc3)c2n1	-27	-7	-18	-18	-5	-14	6	10	-11	-34	-13
Cc1cnc(NC(=O)CSc2nnc(COc3ccccc3)o2)s1	-14	3	35	0	1	-21	-4	10	15	-11	7

Further compounds:
SMILES	COUP-TFII inh	CF NFkB block	TWEAK Fn14 block	TROY signal inh	EBV LMP1 NFkB	NCOA1 inh	KKLEB tox	TRAIL sens C8	NCOA3 inh	SRC2 inh	LRH-1 inv ag
CCOC(=O)C1CCCN(c2nc3ccccc3nc2NS(=O)(=O)c2ccc(C)cc2)C1 (centres undefined)	11	2	16	6	-1	-6	-1	-1	17	24	6
CCN(CC)S(=O)(=O)c1ccc(OC)c(NC(=O)c2cc(=O)[nH]c3ccccc23)c1	15	11	-4	-16	6	-6	-5	-4	9	-3	3
Cc1nc2ccc(NS(=O)(=O)c3ccccc3F)cc2s1	4	8	-2	0	10	-4	2	10	-8	6	-5
CN1CCN(CC(=O)O)CC1	-10	-7	10	-1	-16	4	7	5	11	-11	4

3 entries from above, bar-delimited.
Molecule | COUP-TFII inh | CF NFkB block | TWEAK Fn14 block | TROY signal inh | EBV LMP1 NFkB | NCOA1 inh | KKLEB tox | TRAIL sens C8 | NCOA3 inh | SRC2 inh | LRH-1 inv ag
CCOC(=O)C1CCCN(c2nc3ccccc3nc2NS(=O)(=O)c2ccc(C)cc2)C1 (centres undefined) | 11 | 2 | 16 | 6 | -1 | -6 | -1 | -1 | 17 | 24 | 6
CCN(CC)S(=O)(=O)c1ccc(OC)c(NC(=O)c2cc(=O)[nH]c3ccccc23)c1 | 15 | 11 | -4 | -16 | 6 | -6 | -5 | -4 | 9 | -3 | 3
Cc1nc2ccc(NS(=O)(=O)c3ccccc3F)cc2s1 | 4 | 8 | -2 | 0 | 10 | -4 | 2 | 10 | -8 | 6 | -5
